Screening results (PubChem BioAssay)
RXFP1 antag – RXFP1 (human) relaxin receptor antagonism; HEK293-RXFP1, relaxin-stimulated cAMP HTRF, 30 min; stronger effect = lower value; activity change, negative = inhibition, % at 57.5 µM; Q9HBX9; 350,000 compounds, 0.59% hits;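 active means activity change of -60% or lower, but not beyond a set lower limit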; further: on the % scale 0 is the no-effect control and ±100 the full control effect
D1 agonist – activates the human D1 dopamine receptor | HEK293 T-REx D1 cells, calcium flux, agonist mode | P21728 | activation, % at 2 µM | 360,000 compounds, 1% hits; in the data active means activation above about 30%; further: 0% is about no effect
Target sequence (P21728 whole entry, looked up): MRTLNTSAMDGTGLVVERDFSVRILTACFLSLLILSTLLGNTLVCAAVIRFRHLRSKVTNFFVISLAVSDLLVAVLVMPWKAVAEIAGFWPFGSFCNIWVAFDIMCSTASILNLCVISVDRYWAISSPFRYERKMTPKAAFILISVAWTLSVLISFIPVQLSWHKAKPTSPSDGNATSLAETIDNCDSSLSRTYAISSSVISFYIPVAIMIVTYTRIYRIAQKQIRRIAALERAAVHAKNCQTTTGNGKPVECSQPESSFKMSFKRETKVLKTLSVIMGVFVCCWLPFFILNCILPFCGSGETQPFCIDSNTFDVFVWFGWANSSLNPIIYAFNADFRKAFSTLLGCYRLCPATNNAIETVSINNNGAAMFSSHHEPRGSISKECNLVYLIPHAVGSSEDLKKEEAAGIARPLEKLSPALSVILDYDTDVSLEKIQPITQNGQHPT
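Agonism was scored from calcium flux recorded over 180 s (1 read/s) after pintool compound addition, following a 10-cycle baseline. Cells were inducible force-coupled HEK293 TREx D1, plated overnight at 30 C and loaded with no-wash calcium dye.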
D1 antagonist – antagonists of human D1 dopamine receptor; HEK293 TREx D1 cells, calcium flux, dopamine EC80; stronger effect = lower value; 360,000 compounds, 3.2% hits; P21728; activity change, negative = inhibition, % at 10 µM; in the data active means activity change below about -30%; further: on the % scale 0 is the no-effect control and ±100 the full control effect
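Kinetic fluorescence of a calcium dye serves as the read-out. D1-expressing Hek293 Trex cells, induced overnight at 30 C, are exposed to compound for 180 s before an EC80 dopamine addition, then read 180 s further.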
Vif-APOBEC3G blk – Vif-A3G binding inhibition; 410,000 compounds, 0.076% hits; Q9HC16; HeLa A3G-eYFP + Vif (tagged APOBEC3G with the HIV-1 protein that degrades it), YFP fluorescence, overnight; AID 602310; Potency, µM (doses to about 46.1 µM), for inactives: top-dose activity, negative = active, most hits filed as inhibitors;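 further: potency means the concentration at half of the fitted maximal effect; on the % scale 0 is the no-effect control and ±100 the full control effect; nearly all actives have a fitted effect of over 60% in size; hits raise eYFP signal because A3G escapes Vif-driven loss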
Target sequence (Q9HC16 whole entry, looked up): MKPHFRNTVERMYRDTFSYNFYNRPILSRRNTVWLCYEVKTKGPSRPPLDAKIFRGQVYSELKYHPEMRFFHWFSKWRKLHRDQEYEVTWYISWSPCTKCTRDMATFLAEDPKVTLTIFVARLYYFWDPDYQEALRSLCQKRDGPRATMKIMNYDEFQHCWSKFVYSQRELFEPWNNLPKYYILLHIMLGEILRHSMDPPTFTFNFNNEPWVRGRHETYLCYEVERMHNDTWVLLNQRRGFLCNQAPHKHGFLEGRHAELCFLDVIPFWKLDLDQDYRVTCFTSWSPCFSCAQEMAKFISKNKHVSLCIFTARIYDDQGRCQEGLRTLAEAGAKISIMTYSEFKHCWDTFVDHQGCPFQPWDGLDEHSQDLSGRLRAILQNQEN
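HeLa cells stably expressing Vif and C-terminally eYFP-tagged A3G, seeded overnight at 37 deg C, then exposed to compound by pintool overnight at 37 deg C. Rise in yellow fluorescence (Ex 488/Em 500-530, Acumen) marks blocked Vif-driven A3G degradation.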
D1 potentiator – potentiators of human D1 dopamine receptor; HEK293 TREx D1 cells, calcium flux, dopamine EC20 potentiation; potentiation, % at 10 µM; 360,000 compounds, 0.036% hits; AID 504651; in the data active means potentiation above about 30%; further: 0% is about no effect
D2 PAM – D2 dopamine receptor (human) potentiation; potentiation, % at 10 µM; AID 485347; HEK293 T-REx D2, calcium flux, EC20 dopamine potentiation; 340,000 compounds, 0.34% hits;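 active means potentiation over 3 SD above the plate norm, cut at about 30% in these data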; further: 0% is about no effect
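Cells plated with tetracycline inducer and held overnight at 30 C; calcium dye loaded 30–90 min at room temperature; baseline taken, compound added and read 180 s; EC20 dopamine then added and read 180 s.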
RXFP1 ag – activates the human relaxin receptor RXFP1; Q9HBX9; 370,000 compounds, 0.3% hits; AID 2676; HEK293T-RXFP1 cAMP TR-FRET, 30 min; response scale: percent of porcine relaxin response, buffer zero; Potency, µM (highest dose often 57.5 µM), without a hit: at the top dose activation, actives largely listed as activators; further: potency means the concentration at half of the fitted maximal effect; on the % scale 0 is the no-effect control and ±100 the full control effect; nearly all actives have a fitted effect of over 60% in size; many of its hits are not listed in these tables
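Agonist response is measured as cAMP accumulation in an RXFP1-transfected HEK293T line under PDE4 inhibition. Values are scaled between buffer-only and 29 nM porcine relaxin, and EC50s come from standard Hill equation fits.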
GRP78 ERSR act – inducers of ER stress response in human glioma cells | U87-MG GRP78 promoter luciferase reporter, 16 h | Potency, µM, for the others: top-dose activation, most hits filed as activators | 420,000 compounds, 0.02% hits; further: potency means the concentration at half of the fitted maximal effect; series mostly up to about 76 µM; % of control where 0% means no effect; nearly all actives have a fitted effect of over 35% in size
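Stably transfected U87-MG human glioma cells carrying a GRP78-based luminescent sensor were seeded at 1000 cells/well, pin-dosed with compounds and incubated 16 h. Luciferase reagent was then added, and end-point luminescence was read after 10 min at room temperature.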
Vif-APOBEC3F blk – blocks the Vif interaction with APOBEC3F. HeLa A3F-eYFP + Vif (tagged APOBEC3F with the HIV-1 protein that degrades it), YFP fluorescence increase. Potency, µM (series often up to 46.1 µM), for the others: at the top dose activity, negative = active. 390,000 compounds, 0.2% hits; further: potency means the concentration at half of the fitted maximal effect; % of control where 0% means no effect; nearly all actives have a fitted effect of over 65% in size
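HeLa cells stably expressing Vif plus C-terminally eYFP-tagged A3F were seeded, incubated overnight at 37 deg C, dosed with compound, incubated overnight again at 37 deg C. Yellow fluorescence (Ex 488/Em 500-530) reported blocked Vif-mediated A3F-eYFP degradation.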
* = called active by the depositor; / = not tested or not shown; [ ] = another dose, or the depositor's remark. Unless noted, the call rests on the fitted dose curve; in most records, active means well fitted curve in the direction sought with a large enough effect; inconclusive means small, poorly fitted or top-dose-only effect, or another doubt; inactive means no such curve, though single readings can be large; an effect the other way counts as inactive or inconclusive.

1	O=C(O)CSCC(=O)N1CCCCC1
2	O=C1CCCC2=C1C1O[C@](CCCCN3C(=O)c4ccccc4C3=O)(Cc3c1ccc1ccccc31)O2
3	CCOc1ccc(N2C(=O)CC(N(Cc3ccco3)C(=O)CC)C2=O)cc1 (configuration not stated)
4	O=C(Nc1cccc2c1CCCC2)c1ccccc1Cl
5	Cc1cc(C)nc(-n2nc(C)cc2NC(=O)CN2CCCC(C)C2)n1 (configuration not stated)
6	C[C@H](NC(=O)c1ccccc1Cl)C(=O)NCc1cccs1
7	Cc1ccc(C(=O)C2C(c3ccc(-c4ccccc4[N+](=O)[O-])o3)NC(=O)NC2(O)C(F)(F)F)cc1 (configuration not stated)
8	COc1ccccc1CCNC(=O)c1cc2ccccn2n1

assay / entry	1	2	3	4	5	6	7	8
D2 PAM	0	/	-1	8	-7	3	/	1
Vif-APOBEC3G blk	-1%	/	-6%	1%	-16%	2%	-3%	-3%
RXFP1 ag	-1.8%	0.8%[11.5 µM]	0.4%	2.5%	1.1%	1.6%	/	-0.3%
Vif-APOBEC3F blk	-16%	/	-12%	8%	-8%	-3%	1%	0%
D1 potentiator	2	4	10	-5	-2	-1	/	0
D1 agonist	6	4	0	2	1	3	/	-1
GRP78 ERSR act	-1%	/	-7%	3%	-2%	4%	-3%	1%
RXFP1 antag	-10	/	2	-7	-14	2	1	-15
D1 antagonist	-7	-13	-7	-11	5	8	/	12

9	CCOC(=O)NC1(Nc2cccc(Cl)c2)Oc2ccccc2O1
10	COc1cccc(CNS(=O)(=O)c2cn(C)cn2)c1
11	CCn1nnc(NC(=O)c2cccc(-c3cc4ccccc4oc3=O)c2)n1
12	CC(C)(O)[C@H](O)COc1c2occc2cc2ccc(=O)oc12
13	O=C1CC(C(=O)N(c2ccc(F)cc2)C(C(=O)NC2CCCC2)c2ccccn2)CS1 (configuration not stated)
14	COC(=O)c1ccc(NC(=S)Nc2ccc(O)cc2)cc1
15	CC1CCN(c2nc3ccc(C(=O)O)cc3s2)CC1
16	COC(=O)CCCC1=CC2=CC(=O)C(C)(OC(=O)c3cccs3)C(=O)C2=CN1CCCCO (configuration not stated)

assay / entry	9	10	11	12	13	14	15	16
D2 PAM	7	4	/	15	/	9	7	-4
Vif-APOBEC3G blk	-30%	0%	1%	-1%	2%	-1%	0%	0%
RXFP1 ag	0.3%	-2.1%	0.1%	0.9%	0.4%	-1.3%	-0.4%	0.4%
Vif-APOBEC3F blk	-14%	-20%	-3%	-3%	0%	-2%	-2%	2%
D1 potentiator	-6	-4	-1	-2	-6	-1	0	-3
D1 agonist	3	7	-1	-3	4	1	0	5
GRP78 ERSR act	2%	2%	8%	-1%	-3%	-3%	-13%	-4%
RXFP1 antag	-11	6	-6	/	-4	6	/	/
D1 antagonist	-13	-5	-13	1	-7	-5	-8	11

Compounds 6 to 16, reprinted for reference:
6	C[C@H](NC(=O)c1ccccc1Cl)C(=O)NCc1cccs1
7	Cc1ccc(C(=O)C2C(c3ccc(-c4ccccc4[N+](=O)[O-])o3)NC(=O)NC2(O)C(F)(F)F)cc1 (configuration not stated)
8	COc1ccccc1CCNC(=O)c1cc2ccccn2n1
9	CCOC(=O)NC1(Nc2cccc(Cl)c2)Oc2ccccc2O1
10	COc1cccc(CNS(=O)(=O)c2cn(C)cn2)c1
11	CCn1nnc(NC(=O)c2cccc(-c3cc4ccccc4oc3=O)c2)n1
12	CC(C)(O)[C@H](O)COc1c2occc2cc2ccc(=O)oc12
13	O=C1CC(C(=O)N(c2ccc(F)cc2)C(C(=O)NC2CCCC2)c2ccccn2)CS1 (configuration not stated)
14	COC(=O)c1ccc(NC(=S)Nc2ccc(O)cc2)cc1
15	CC1CCN(c2nc3ccc(C(=O)O)cc3s2)CC1

assay / entry	6	7	8	9	10	11	12	13	14	15
D2 PAM	3	/	1	7	4	/	15	/	9	7
Vif-APOBEC3G blk	2%	-3%	-3%	-30%	0%	1%	-1%	2%	-1%	0%
RXFP1 ag	1.6%	/	-0.3%	0.3%	-2.1%	0.1%	0.9%	0.4%	-1.3%	-0.4%
Vif-APOBEC3F blk	-3%	1%	0%	-14%	-20%	-3%	-3%	0%	-2%	-2%
D1 potentiator	-1	/	0	-6	-4	-1	-2	-6	-1	0
D1 agonist	3	/	-1	3	7	-1	-3	4	1	0
GRP78 ERSR act	4%	-3%	1%	2%	2%	8%	-1%	-3%	-3%	-13%
RXFP1 antag	2	1	-15	-11	6	-6	/	-4	6	/
D1 antagonist	8	/	12	-13	-5	-13	1	-7	-5	-8

16	COC(=O)CCCC1=CC2=CC(=O)C(C)(OC(=O)c3cccs3)C(=O)C2=CN1CCCCO (configuration not stated)

assay / entry	16
D2 PAM	-4
Vif-APOBEC3G blk	0%
RXFP1 ag	0.4%
Vif-APOBEC3F blk	2%
D1 potentiator	-3
D1 agonist	5
GRP78 ERSR act	-4%
RXFP1 antag	/
D1 antagonist	11

Other compounds
17	Cc1c(/C(O)=C2\C(=O)C(=O)N(CCN(C)C)C2c2cccs2)cnn1-c1ccccc1 (configuration not stated)
18	Cc1cc(-c2ccc(S(=O)(=O)Nc3ccc(C#N)cc3)s2)on1
19	NCCCC[C@@H]1NC(=O)c2cc([N+](=O)[O-])cc(F)c2NCCCC[C@@H](C(N)=O)NC(=O)[C@H](CCC(N)=O)NC1=O
20	Cc1[nH]n(-c2ccc(Cl)cc2)c(=O)c1C=NC12CN3CN(CN(C3)C1)C2
21	O=C(Cn1cc(C(F)(F)F)cc(Cl)c1=O)NCc1ccc(F)cc1
22	Cc1cc(C)c(C)c(S(=O)(=O)N2CCN(C(=O)C3CCC3)CC2)c1C
23	COc1cccc(CNC(=O)c2cc(=O)[nH]c3ccc(S(=O)(=O)N4CCOCC4)cc23)c1
24	COc1ccccc1C(=O)Nc1ccc(S(=O)(=O)N2CCOCC2)cc1
25	Cc1ccc(-c2csc3ncnc(N4CCN(C(=O)c5ccco5)CC4)c23)cc1
26	CCOC(=O)CNC(c1ccccc1)c1cc(Br)ccc1NC(=O)c1ccc(Cl)cc1 (configuration not stated)

assay / entry	17	18	19	20	21	22	23	24	25	26
D2 PAM	9	8	-1	4	6	/	22	/	2	-5
Vif-APOBEC3G blk	1%	2%	1%	1%	-2%	3%	0%	0%	-27%	-2%
RXFP1 ag	15%	8.4%	0.9%	8.2%	-1.8%	0.4%	11%	0.7%	2.7%	-2.7%
Vif-APOBEC3F blk	0%	0%	1%	2%	-20%	6%	-2%	3%	-12%	3%
D1 potentiator	-10	-1	-2	-5	/	-6	-6	-2	/	-1
D1 agonist	2	4	-2	2	5	7	1	5	1	-2
GRP78 ERSR act	-5%	-5%	-2%	-7%	3%	3%	0%	-2%	-7%	-6%
RXFP1 antag	13	17	/	-13	17	-5	9	-1	-1	-21
D1 antagonist	16	0	18	3	16	5	-1	-11	0	-17

This is a subset, so the mix of outcomes need not match the whole.
